Screening results (PubChem)
TROY NFkB inh: inhibitors of TROY-driven NF-kB signaling, primary screen, Q293 LMP1-TROYcd cells, NF-kB luciferase, uHTS; Q293 LMP1-TROYcd NF-kB luciferase reporter, 4 h; 360,000 tested, 0.98% active; inhibition, % at 10 µM; AID 1347056, 2019;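 active means compounds whose plate-normalised and pattern-corrected inhibition of the luciferase reporter signal at the single screening dose is 50% or more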
TWEAK-Fn14 inh: inhibitors of TWEAK-Fn14 signaling, primary screen, luciferase reporter cells, uHTS; inhibition, % at 10 µM; TWEAK-stimulated Fn14 reporter cells, luciferase luminescence, 8 h; 360,000 tested, 2% active; in the data active means inhibition above about 50%
CF NFkB inh: inhibitors of PAF-induced NF-kB signaling, primary screen, cell-based, GFP fluorescence, uHTS; KKLEB NF-kB-GFP reporter, GFP fluorescence overnight; inhibition, % at 5 µM; 360,000 tested, 0.86% active;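 active means at least 50% inhibition at 5 µM, scaled per plate between neutral and stimulator controls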;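 further: PAF is a Pseudomonas aeruginosa culture filtrate used as stimulus; plate controls were PAF-stimulated DMSO wells for no effect and unstimulated DMSO wells for full effect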
C8 TRAIL sens: viability loss with TRAIL in NB7+C8 cells, primary screen, TRAIL sensitizer project, cell-based, ATPlite luminescence; inhibition (viability loss, TRAIL sensitization), % at 10 µM; 360,000 tested, 1% active; AID 624354, 2012;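 active means compounds causing at least 50% loss of cell viability in the single-dose screen, relative to plate controls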
LMP1 NFkB inh: EBV LMP1-driven NF-kappaB luciferase reporter inhibitors, primary screen, cell-based, luminescence, single point | LMP1-induced NF-kappaB luciferase reporter cells | inhibition, % at 12.5 µM | 350,000 tested, 0.69% active; in the data active means inhibition above about 41%;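 further: 0% = neutral control wells and 100% = reference inhibitor control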
NCOA3 inh: SRC3 coactivator transcriptional activity inhibitors, primary screen, cell-based, luminescence; inhibition, % at 3.6 µM; HEK293 GAL4-SRC3 luciferase reporter; 360,000 tested, 0.17% active; Nuclear receptor coactivator 3 (Homo sapiens), Q9Y6Q9;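 active means inhibition above a per-campaign cutoff, the mean of all compounds plus 3 SD, cut at about 60% in these data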;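 further: 0% = DMSO-treated cells and 100% = gossypol-treated cells at 36 µM; higher means less SRC3-driven luciferase light from the GAL4 reporter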
KKLEB cytotox: cytotoxicity in KKLEB CF airway cells, primary screen, cytotoxicity control for CF NF-kB inhibitor project, cell-based, uHTS, fluorescence assay plates; KKLEB CF airway cells viability, ATPlite luminescence, overnight; active compounds read low; cells stimulated with P. aeruginosa culture filtrate; activity change (cytotoxicity), % at 5 µM; 360,000 tested, 0.36% active;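 active means corrected activity change at or below -50% at 5 µM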
LRH-1 inv ag: LRH-1 (NR5A2) inverse agonists, primary screen, cell-based, luminescence, HEK293T, StAR-luciferase reporter; Nuclear receptor subfamily 5 group A member 2 (Homo sapiens), O00482; LRH-1 transfected, 24 h; inhibition, % at 3.6 µM; 360,000 tested, 0.13% active;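 active means inhibition above the mean inhibition of all tested compounds plus 3 SD, cut at about 73% in these data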;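 further: 0% = DMSO wells and 100% = reporter-only cells lacking LRH-1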
NR2F2 inh: NR2F2 transcriptional activity inhibitors, primary screen, cell-based, luciferase reporter, HEK293T, luminescence. HEK293T NGFI-A luciferase reporter. inhibition, % at 8.6 µM. 370,000 tested, 0.7% active. AID 686940, 2013;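 active means inhibition above a per-plate cutoff, mean inhibition of test wells between control levels plus 3 SD, cut at about 38% in these data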;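 further: cells cotransfected with COUP-TFII expression vector driving the NGFI-A reporter; 0% = median of COUP-TF2 test wells and 100% = reporter-only cells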
NCOA1 inh: SRC1 coactivator transcriptional activity inhibitors, primary screen, cell-based, luminescence; Nuclear receptor coactivator 1 (Homo sapiens), Q15788; HEK293 GAL4-SRC1 luciferase reporter; AID 588354, 2011; inhibition, % at 3.6 µM; 360,000 tested, 0.12% active;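 active means inhibition above the campaign mean plus 3 SD, with each screening campaign given its own cutoff, cut at about 60% in these data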;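 further: 0% = DMSO treated cells and 100% = gossypol at 36 µM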
NCOA2 inhibitor: inhibition of GAL4-SRC2 driven luciferase reporter, primary screen, SRC2 inhibitor project, cell-based, luminescence. Nuclear receptor coactivator 2 (Homo sapiens), Q15596. HEK293 GAL4-SRC2 luciferase reporter. inhibition, % at 9 µM. 370,000 tested, 0.17% active;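 active means inhibition above the mean inhibition of all tested compounds plus 3 SD, set per campaign, cut at about 52% in these data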;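 further: 0% = DMSO treated cells and 100% = cells given Gossypol at 36 µM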
Target sequence (Q15596 whole entry, looked up, the tested form may be a part): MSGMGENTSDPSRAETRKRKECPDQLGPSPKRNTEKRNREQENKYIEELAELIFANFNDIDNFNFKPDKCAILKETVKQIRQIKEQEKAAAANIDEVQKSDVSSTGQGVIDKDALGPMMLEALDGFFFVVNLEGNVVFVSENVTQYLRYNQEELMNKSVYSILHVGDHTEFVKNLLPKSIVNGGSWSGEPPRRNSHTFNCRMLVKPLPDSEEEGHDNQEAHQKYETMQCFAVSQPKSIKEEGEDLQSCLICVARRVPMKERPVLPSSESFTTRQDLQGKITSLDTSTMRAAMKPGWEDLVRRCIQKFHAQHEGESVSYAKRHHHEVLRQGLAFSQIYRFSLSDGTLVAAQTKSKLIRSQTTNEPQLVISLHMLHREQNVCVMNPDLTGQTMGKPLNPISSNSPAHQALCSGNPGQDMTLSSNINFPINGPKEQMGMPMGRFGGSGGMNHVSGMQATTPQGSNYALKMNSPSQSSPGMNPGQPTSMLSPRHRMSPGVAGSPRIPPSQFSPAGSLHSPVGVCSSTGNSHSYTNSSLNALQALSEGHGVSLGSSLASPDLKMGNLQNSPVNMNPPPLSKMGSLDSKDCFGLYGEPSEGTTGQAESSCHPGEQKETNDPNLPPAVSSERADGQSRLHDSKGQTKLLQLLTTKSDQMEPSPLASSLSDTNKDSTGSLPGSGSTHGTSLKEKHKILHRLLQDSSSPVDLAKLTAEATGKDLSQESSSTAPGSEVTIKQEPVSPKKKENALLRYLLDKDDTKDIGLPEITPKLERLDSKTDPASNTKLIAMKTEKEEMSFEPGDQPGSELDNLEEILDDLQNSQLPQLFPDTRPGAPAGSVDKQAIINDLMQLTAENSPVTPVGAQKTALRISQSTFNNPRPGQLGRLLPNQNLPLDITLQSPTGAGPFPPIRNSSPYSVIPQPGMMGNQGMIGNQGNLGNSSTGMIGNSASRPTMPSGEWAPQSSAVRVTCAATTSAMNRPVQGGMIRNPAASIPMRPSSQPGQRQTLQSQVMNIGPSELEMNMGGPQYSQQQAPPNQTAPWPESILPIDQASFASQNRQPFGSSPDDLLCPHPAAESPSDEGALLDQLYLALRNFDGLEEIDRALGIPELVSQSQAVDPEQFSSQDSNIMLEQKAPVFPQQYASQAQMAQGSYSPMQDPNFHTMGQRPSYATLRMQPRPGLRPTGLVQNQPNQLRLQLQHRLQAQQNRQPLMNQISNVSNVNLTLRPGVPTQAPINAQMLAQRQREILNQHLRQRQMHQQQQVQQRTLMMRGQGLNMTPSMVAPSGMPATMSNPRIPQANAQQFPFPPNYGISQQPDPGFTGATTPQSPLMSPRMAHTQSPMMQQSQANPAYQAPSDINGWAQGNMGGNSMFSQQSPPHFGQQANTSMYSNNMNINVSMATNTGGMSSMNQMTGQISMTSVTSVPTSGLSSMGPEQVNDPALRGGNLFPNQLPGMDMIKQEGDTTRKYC
The depositor's hits bear a star; . = not tested or not shown.

SMILES	TROY NFkB inh	TWEAK-Fn14 inh	CF NFkB inh	C8 TRAIL sens	LMP1 NFkB inh	NCOA3 inh	KKLEB cytotox	LRH-1 inv ag	NR2F2 inh	NCOA1 inh	NCOA2 inhibitor
Cc1ccc(Nc2nc(-c3ccccc3)cs2)nc1	35	75*	-14	43	-59	-129	-13	-159	-38	-188	-11
CC(=O)Nc1cccc(C(=O)N2CCN(S(=O)(=O)Cc3ccccc3)CC2)c1	11	11	-2	4	-2	-7	-7	3	-3	-5	-34
CC(=O)N1CCc2cc(S(=O)(=O)NCC(=O)NCc3ccc(Cl)cc3)ccc21	-3	-6	9	1	4	19	-4	13	0	-34	-1
Cc1ccc(CNC(=O)CC(C)S(=O)(=O)c2ccc3c(c2)NC(=O)CS3)o1 (stereo not drawn)	-7	15	2	-2	-4	22	14	3	-8	14	14
CN(C)c1cccc(C(=O)NNC(=O)C23CC4CC(CC(C4)C2)C3)c1	49	33	17	-5	-16	-34	-12	-43	4	-30	-20
O=C(CCN1C(=O)C2C3C=CC(C3)C2C1=O)N1CC(=O)N(CCc2ccccc2)C(=O)C1 (stereo not drawn)	6	-13	-2	-4	7	-17	2	-3	0	-6	-43
O=C(CSc1ncn[nH]1)Nc1ccc(Cl)c(S(=O)(=O)N2CCOCC2)c1	-5	-5	18	-9	6	9	6	-2	1	-7	-7
CCC(c1nnc(SCC(=O)Nc2ccc(C(=O)N(C)C)cc2)n1Cc1ccccc1)N(C)C (stereo not drawn)	-16	-3	-5	-2	-2	-5	13	12	-19	-44	-4
Cc1csc(SCC(=O)Nc2ccc3c(c2)OCCO3)n1	-59	-25	-3	7	-15	-37	-2	-44	-35	-44	-35
O=C1N[C@@H](Cc2ccccc2)COC(=O)[C@H](Cc2ccc(F)cc2)CC/C=C/C[C@@H]1CC(=O)N(CCO)Cc1ccccc1	7	11	-6	1	-8	19	9	-4	-4	-20	2
CCCCC(CC)CNC(=O)C(=O)c1ccccc1NC(C)=O (stereo not drawn)	0	9	-6	1	3	15	25	2	-4	-1	-18
COc1cc2c(cc1OC)C(C)N(C(=O)c1cc3c(=O)oc4ccc(C)cc4c3s1)CC2 (stereo not drawn)	-76	43	24	19	1	2	-12	-1	12	5	10
CN(C)c1ccc(CNC(=O)C2(C)Cc3c(-c4cccc(C(N)=O)c4)ccnc3O2)cc1 (stereo not drawn)	2	4	22	5	.	2	-6	14	-51	-7	16
CC1CCC(NC(=O)C2CCC(CNS(=O)(=O)c3ccc4c(c3)C(C)(C)C(=O)N4C)CC2)CC1 (stereo not drawn)	1	6	-22	-4	.	-1	3	5	-5	1	16
O=C1C=C(c2ccc3c(c2)OCO3)C[C@@H](c2ccc(Cl)cc2)C1	-33	-29	-6	-7	-6	-1	2	13	-9	-10	-2
COC(=O)c1c(C)oc(C)c1S(=O)(=O)Nc1ccccc1	10	11	10	0	4	15	-6	-7	19	-3	10
Cn1c(=O)c2c(nc(SCCN3CCOCC3)n2Cc2cccc3ccccc23)n(C)c1=O	1	-7	-1	-12	2	8	-7	-13	24	5	12
CCN(C)C1CN(Cc2cn(Cc3ccccc3)nn2)S(=O)(=O)C1 (stereo not drawn)	5	4	.	-13	.	.	.	16	-1	.	-7
C=CCn1c(=NC(=O)CN2C(=O)CCC2=O)sc2cccc(OC)c21	-5	-9	-2	-3	-1	-23	-1	5	3	3	-27
CN1CCN(C(=O)c2cc(S(=O)(=O)Nc3ccccc3F)c(Cl)cc2Cl)CC1	10	3	-24	-19	-11	11	16	-9	11	4	18

An excerpt from above, reduced to KKLEB cytotox:
Compound | KKLEB cytotox
Cc1csc(SCC(=O)Nc2ccc3c(c2)OCCO3)n1 | -2
O=C1N[C@@H](Cc2ccccc2)COC(=O)[C@H](Cc2ccc(F)cc2)CC/C=C/C[C@@H]1CC(=O)N(CCO)Cc1ccccc1 | 9

Additional records
SMILES	TROY NFkB inh	TWEAK-Fn14 inh	CF NFkB inh	C8 TRAIL sens	LMP1 NFkB inh	NCOA3 inh	KKLEB cytotox	LRH-1 inv ag	NR2F2 inh	NCOA1 inh	NCOA2 inhibitor
O=C(CCCn1c(=S)[nH]c2cc3c(cc2c1=O)OCO3)N1CCc2ccccc2C1	12	-4	-13	1	3	1	9	-19	12	-5	-4
COc1ccc(OCC(=O)Nc2ccccc2N2CCCCC2)cc1	16	18	0	12	4	10	-29	17	7	-53	21
Cc1ccsc1C(=O)OCC(=O)NCCC1=CCCCC1	-51	-19	-19	-8	-20	-36	-3	-62	-8	-25	-32
COc1ccc(C(=O)NC2CC3CCCC(C2)N3Cc2ccccc2)c(OC)c1 (stereo not drawn)	9	7	-17	-15	-7	-3	20	3	-17	-4	15
COc1ccc(NS(=O)(=O)c2cccc(C(=O)N3CCN(Cc4ccc5c(c4)OCO5)CC3)c2)cc1	21	6	4	11	1	-22	16	-2	13	9	0
O=C(NCC(c1ccco1)N1CCCCC1)c1cnc(Cl)c(Cl)c1 (stereo not drawn)	3	1	-16	-10	5	13	10	2	-14	7	7
Nc1nc(-c2nonc2N)no1	3	3	17	5	-7	6	-6	-3	-15	9	8
CC(C)(O)C#Cc1ccc(C(=O)N2CCN(c3ccc(Cl)cc3)CC2)cc1	-5	7	-8	0	10	3	10	-8	-6	-9	-22
CC(=O)c1ccc(N2CCN(S(=O)(=O)c3ccc(-c4cc(C)no4)s3)CC2)cc1	-37	-19	6	-5	-6	7	-7	8	-6	-20	-30
CCOCCCNC(=O)/C(C#N)=C/c1ccc(Cl)c([N+](=O)[O-])c1	-3	11	-2	4	58*	13	8	9	8	1	15
COC(=O)c1c([N+](=O)[O-])c(OC)c(OC)c(OC)c1[N+](=O)[O-]	-6	-3	5	1	-1	13	15	10	-4	11	10
O=[N+]([O-])c1ccc(Nc2ccc3ccccc3c2)nc1	-76	-37	-23	17	-34	-52	11	-41	-17	-64	-27
Cc1cc(-n2c(C)cc(C(=O)CSc3ncnc4ccccc34)c2C)no1	14	10	3	27	10	36	1	41	54*	25	29
CCOc1ccc(CC(=NCCO)C2=C(O)CC(C)(C)CC2=O)cc1OCC	-19	-25	18	-1	10	4	1	12	-7	4	0
COc1cc(NC(=O)N[C@H](C(=O)O)C(C)C)cc(OC)c1	0	-1	-3	12	2	-9	0	3	-16	-17	-8
N#Cc1c(NC(=O)c2ccccc2)sc2c1CCCCC2	1	38	2	53*	-31	-61	-15	-144	-49	-85	-58
N#Cc1ccc(NC(=O)c2sc3cc(C(F)(F)F)cnc3c2-c2cccs2)cc1	18	-31	28	4	3	10	-22	21	2	-6	9
CN1C(=O)/C(=C/c2ccc(O)c([N+](=O)[O-])c2)N(C)C1=S	-4	1	-12	-11	-16	-6	-25	0	-17	-20	20
Cc1ccc2nc(CSc3nnc(-c4ccncc4)n3C)cc(=O)n2c1	6	6	12	-10	-3	-2	-16	-7	13	-39	-26
CCC1CCCCN1C(=O)CSc1nnc(CNC(=O)COc2ccc(Cl)cc2)o1 (stereo not drawn)	2	4	10	-5	-16	-10	0	13	14	-18	0

Reformatted with two lines to a compound: 5 of the compounds above
Values in the order – TROY NFkB inh | TWEAK-Fn14 inh | CF NFkB inh | C8 TRAIL sens | LMP1 NFkB inh | NCOA3 inh | KKLEB cytotox | LRH-1 inv ag | NR2F2 inh | NCOA1 inh | NCOA2 inhibitor
> COC(=O)c1c([N+](=O)[O-])c(OC)c(OC)c(OC)c1[N+](=O)[O-]
  -6 | -3 | 5 | 1 | -1 | 13 | 15 | 10 | -4 | 11 | 10
> O=[N+]([O-])c1ccc(Nc2ccc3ccccc3c2)nc1
  -76 | -37 | -23 | 17 | -34 | -52 | 11 | -41 | -17 | -64 | -27
> N#Cc1c(NC(=O)c2ccccc2)sc2c1CCCCC2
  1 | 38 | 2 | 53* | -31 | -61 | -15 | -144 | -49 | -85 | -58
> Cc1ccc2nc(CSc3nnc(-c4ccncc4)n3C)cc(=O)n2c1
  6 | 6 | 12 | -10 | -3 | -2 | -16 | -7 | 13 | -39 | -26
> N#Cc1ccc(NC(=O)c2sc3cc(C(F)(F)F)cnc3c2-c2cccs2)cc1
  18 | -31 | 28 | 4 | 3 | 10 | -22 | 21 | 2 | -6 | 9

New compounds follow.
SMILES	TROY NFkB inh	TWEAK-Fn14 inh	CF NFkB inh	C8 TRAIL sens	LMP1 NFkB inh	NCOA3 inh	KKLEB cytotox	LRH-1 inv ag	NR2F2 inh	NCOA1 inh	NCOA2 inhibitor
CCOC(=O)Cc1cc(=O)n2[nH]c(C)c(-c3ccc(Cl)cc3)c2n1	29	26	6	3	13	-23	-22	22	-9	-4	-4
Brc1c(CSc2nc3ccccc3s2)nc2ncccn12	-54	-42	10	12	-5	-62	2	-149	-19	-88	-38
COc1cc2c(cc1OC)C(O)=CC(=O)C2=O	-14	-5	-12	19	2	0	-9	-6	5	8	-41
COc1ccc(NC(=O)CCSc2ccc(C)cc2)cc1	-10	13	-1	-5	-8	17	5	10	0	-6	-4
CC1=C(C(=O)Nc2ccccc2C)C2(CCCC2)C(C(N)=O)C(=O)N1 (stereo not drawn)	6	-2	7	6	10	12	-5	-9	-9	-2	14
CCCN(CCC)C(=O)C1CC(=O)OC12CCOC(C)(C)C2 (stereo not drawn)	-9	-9	-3	-4	-15	4	12	2	0	-6	1
COc1ccc(C(C)=NNS(=O)(=O)c2ccc(C)cc2)cc1OC	12	-15	13	0	0	-9	-7	-5	16	5	-12
COc1ccc(C2/C=C\CN(S(=O)(=O)c3cccc4cccnc34)CC(=O)N2Cc2ccc(F)cc2)cc1 (stereo not drawn)	0	15	14	8	3	8	-1	-5	14	-15	-17
CCn1c(SCC(=O)Nc2ccc3c(c2)OCO3)nc2c(c1=O)SC(C)C2 (stereo not drawn)	-2	-11	-4	24	-27	-20	11	1	2	5	-7
CCOC(=O)C1(O)CC(C)=NN1C(=O)c1cccc(Cl)c1 (stereo not drawn)	-1	0	9	0	4	12	-7	1	-9	1	4
CCN(Cc1ccc2c(c1)OCCO2)C(=O)CN1C(=O)NC2(CCCCC2)C1=O	-23	9	0	-4	6	12	2	-18	-3	-17	-15
CCn1c(SCc2ccccc2)nc2c(c1=O)SCC2	16	-11	11	14	12	2	-3	-7	9	12	15
